Compound activity as filed in PubChem.
hIAP inh = blocks human intestinal alkaline phosphatase; purified IAP, CDP-Star luminescence, 30 min; P09923; AID 2544; inhibition, % at 10 µM; hit rate 0.12% among 330,000;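 active = inhibition reaching a set limit with compound at 10 µM in the primary screen, cut at about 35% in these data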;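 note: plate controls were DMSO wells with enzyme for no effect and no-enzyme buffer wells for full effect; values of inactives mirror those of a sister screen read the other way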
Target sequence (P09923 whole entry, looked up): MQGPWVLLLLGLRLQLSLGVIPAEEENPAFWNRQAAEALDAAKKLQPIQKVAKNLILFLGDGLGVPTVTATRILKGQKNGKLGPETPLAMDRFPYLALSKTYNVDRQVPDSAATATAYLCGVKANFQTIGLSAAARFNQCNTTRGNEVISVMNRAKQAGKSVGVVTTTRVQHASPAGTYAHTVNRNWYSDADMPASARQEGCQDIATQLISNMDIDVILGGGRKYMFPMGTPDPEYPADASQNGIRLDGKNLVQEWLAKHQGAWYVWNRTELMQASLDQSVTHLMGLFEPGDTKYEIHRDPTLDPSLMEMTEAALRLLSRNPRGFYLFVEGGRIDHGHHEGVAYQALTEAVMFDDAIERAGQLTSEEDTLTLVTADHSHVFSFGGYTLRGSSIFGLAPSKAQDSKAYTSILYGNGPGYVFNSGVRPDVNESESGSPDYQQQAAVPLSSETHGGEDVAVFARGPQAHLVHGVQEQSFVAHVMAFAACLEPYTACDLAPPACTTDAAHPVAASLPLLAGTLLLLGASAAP
ATG4B inhibitor = inhibitors of human ATG4B cysteine protease; ATG4B cleavage of LC3-PLA2, NBD-HPC fluorescence, 1 h; Q9Y4P1; inhibition, % at 8.33 µM; hit rate 0.51% among 340,000; in the data active = inhibition above about 40%
hIAP act = human IAP activation. activation factor at 10 µM. hit rate 0.16% among 330,000. P09923. purified human IAP, CDP-Star luminescence, 30 min; stronger effect = higher value; 1 = vehicle-only enzyme, 0 = enzyme-free background. AID 2524;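 active = activation factor of the enzyme at least 2-fold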; note: the source names both 10 and 20 µM as test concentration; values of inactives mirror those of a sister screen read the other way
mIAP inh = blocks mouse intestinal alkaline phosphatase; purified mouse IAP, CDP-Star luminescence, 30 min; inhibition, % at 10 µM; hit rate 0.2% among 330,000;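 active = inhibition of at least 40% at 10 µM in the primary screen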;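 note: plate controls were DMSO with enzyme for no effect and no enzyme wells for full effect; values of inactives mirror those of a sister screen read the other way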
MPTP block = permeability transition pore inhibition | isolated mouse mitochondria, Ca2+ swelling absorbance, 30 min | hit rate 1.4% among 360,000 | inhibition, % at 10 µM;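 active = inhibition of 50% or more, scaled per plate between neutral and stimulator controls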;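 note: 0% = DMSO wells given calcium and 100% = 1 mM EGTA wells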
MIN6 prolif = inducers of beta-cell replication in MIN6 cells; AID 2380; hit rate 0.29% among 330,000; proliferation, % at 10 µM; MIN6 cells proliferation, ATPlite luminescence, 48 h; cells starved in 0.2% serum; 100% = growth in 10% serum;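 active = compounds whose signal lies at least 3.5 SD above the mean of all wells on their plate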;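 note: 0% = DMSO-treated cells in low-serum medium and 100% = 10% serum control; some compounds called inactive have numbers as strong as hits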
APOBEC3G inh = APOBEC3G (human) deaminase inhibition; inhibition, % at 20 µM; recombinant A3G, ssDNA deamination FAM/TAMRA fluorescence; Q9HC16; AID 493012; hit rate 0.28% among 330,000;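 active = inhibition of at least 40% at 20 µM, with no more than 30% in the related APOBEC3A deaminase screen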;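 note: plate controls were DMSO wells with A3G for no effect and wells lacking A3G enzyme for full effect; some compounds called inactive have numbers as strong as hits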
Target sequence (Q9HC16 whole entry, looked up): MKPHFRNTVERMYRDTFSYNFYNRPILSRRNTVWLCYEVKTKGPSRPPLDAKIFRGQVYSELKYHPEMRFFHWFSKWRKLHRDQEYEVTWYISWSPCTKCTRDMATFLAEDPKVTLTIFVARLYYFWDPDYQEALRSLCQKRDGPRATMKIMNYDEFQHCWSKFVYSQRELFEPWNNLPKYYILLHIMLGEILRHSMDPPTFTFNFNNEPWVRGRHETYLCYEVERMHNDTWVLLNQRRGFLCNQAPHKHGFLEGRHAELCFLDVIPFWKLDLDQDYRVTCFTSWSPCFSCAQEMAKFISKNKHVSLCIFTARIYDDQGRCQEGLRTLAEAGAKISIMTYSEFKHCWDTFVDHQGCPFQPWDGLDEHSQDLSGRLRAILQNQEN
mIAP activ = mouse IAP activation; hit rate 0.24% among 330,000; AID 2805; muIAP, CDP-Star luminescence, 30 min; stronger effect = higher value; 1 = vehicle-only enzyme signal, 0 = enzyme-free wells; activation factor at 10 µM;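 active = activation factor of at least 2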; note: the source names both 10 and 20 µM as test concentration; values of inactives mirror those of a sister screen read the other way
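also added = chemiluminescent substrate CDP-Star | test system = mouse IAP enzyme | signal = chemiluminescence readout | compound = DMSO-dissolved test compounds | incubation = 30 min at room temperature | benchmarks = DMSO wells, no-enzyme wells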
APOBEC3A inh = blocks human APOBEC3A ssDNA deamination | P31941 | recombinant A3A, FAM/TAMRA ssDNA deamination fluorescence | inhibition, % at 20 µM | hit rate 0.41% among 330,000;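 active = at least 40% inhibition at 20 µM here, with at most 30% in a related deaminase screen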;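 note: plate controls were A3A with DMSO for no effect and wells lacking A3A enzyme for full effect; some results filed as inactive read as strong as hits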
Target sequence (P31941 whole entry, looked up): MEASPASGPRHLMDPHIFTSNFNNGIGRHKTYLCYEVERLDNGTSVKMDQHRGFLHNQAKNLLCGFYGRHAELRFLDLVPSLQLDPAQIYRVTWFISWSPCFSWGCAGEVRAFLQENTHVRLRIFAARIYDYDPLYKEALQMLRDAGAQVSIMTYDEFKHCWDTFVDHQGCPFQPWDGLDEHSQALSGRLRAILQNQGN
Starred values were filed as active, the others as inactive; · = no result given.

SMILES	hIAP inh	ATG4B inhibitor	hIAP act	mIAP inh	MPTP block	MIN6 prolif	APOBEC3G inh	mIAP activ	APOBEC3A inh
COc1ccc(/C=C(\NC(=O)c2ccccc2)C(=O)N2CCC(C)CC2)cc1	5	-8	0.95	-7	-1.3	2	-4	1.1	-3
O=[N+]([O-])c1cccc(NC(=S)N2CCCC2)c1	3	-3	0.97	6	0.2	-3	-7	0.94	-4
CN1CCN(Cc2cc(COCc3ccccc3)c3cccnc3c2O)CC1	-84	-2	1.8	-7	-3.2	-6	-2	1.1	1
O=C(C1CCN(S(=O)(=O)N2CCC3(CC2)OCCO3)CC1)N1CCOCC1	-18	-7	1.2	-7	-0.3	-1	-3	1.1	-2
CC(=O)Nc1ccc(SCC(=O)Nc2ccccc2Oc2ccccc2)cc1	-16	-7	1.2	-15	3.1	-3	-6	1.1	0
Cc1ccc(C(=O)COc2ccccc2-c2ccccc2)cc1	4	10	0.95	3	0.5	0	1	0.97	5
CN(C)/C=N/c1nc(-c2ccc3ccccc3c2)cs1	-20	-15	1.2	2	0.9	-3	-4	0.97	-1
CC(C)(C)n1nnnc1C(c1cccc(C#N)c1)N1CCCc2ccccc21 (centres undefined)	-10	-14	1.1	-2	0.5	1	-8	1	-2
COc1ccccc1C1=NOC(Cn2c(NCCCO)nc3c2c(=O)n(C)c(=O)n3C)C1 (centres undefined)	-14	-11	1.1	-15	2.3	1	-3	1.1	-4
COc1ccc(NC(=O)COC(=O)CCNC(=O)c2ccco2)cc1Cl	4	-1	0.96	-2	0.3	1	-7	1	-1
O=C(CCN1C(=O)/C(=C/c2ccccc2F)SC1=S)NCCCN1CCOCC1	-24	17	1.2	7	0.4	-3	-11	0.93	-2
O=C1C2C3C=CC(C3)C2C(=O)N1c1ccc2ccccc2c1 (centres undefined)	-4	-5	1	-5	1.1	0	-2	1.1	1
CC(C)CN(C(=O)COC(=O)c1ccc(C#N)cc1)C1CCS(=O)(=O)C1 (centres undefined)	11	-20	0.89	-1	-1.7	-4	0	1	1
O=C(COc1ccc2c(-c3ccccc3)cc(=O)oc2c1)NCc1ccccn1	5	-16	0.95	12	-1.4	-5	-5	0.88	-1
COCCCC1CCN(Cc2nc(-c3ccccc3)no2)CC1	-5	-1	1.1	4	0.7	-2	2	0.95	-1
CN1C(CC(=O)Nc2ccc(Br)cc2)c2ccccc2CC1(C)C (centres undefined)	9	-6	0.91	8	-1.0	-5	-3	0.93	2
Cc1cccc(NC(=O)c2ccc([N+](=O)[O-])s2)n1	-27	6	1.3	6	17	-7	-6	0.94	-4
Cc1ccc(-c2nnn(CC(=O)N(CC3CCCO3)C(C(=O)NC3CCCCC3)c3ccc(F)cc3)n2)o1 (centres undefined)	5	9	0.95	-6	-0.1	2	-3	1.1	-1
COc1cccc(S(=O)(=O)NCc2ccc(C(=O)NCc3ccccn3)cc2)c1	-21	2	1.2	4	-1.3	1	-6	0.96	-3
Cc1cc(C(=O)NN=Cc2c(C)[nH]c3ccccc23)c(C)o1	-11	-4	1.1	4	-2.3	-1	-8	0.96	-2
CC(C)c1ccc(OCC(=O)NNC(=S)NC(=O)c2ccco2)c(Br)c1	-63	-7	1.6	6	3.2	-7	4	0.94	-5
Cc1cccc(CSC2=NCCN2C(=O)c2ccc(S(=O)(=O)N(C)C)cc2)c1	14	7	0.85	3	2.9	2	1	0.97	1
CC(=O)N[C@H]1[C@H](OCc2ccccc2F)O[C@H](COC(C)=O)[C@@H](OC(C)=O)[C@@H]1OC(C)=O	-6	-4	1.1	-2	0.9	0	-3	1	1
Cc1cc(C)n(-c2nc(NCCO)c3c4c(sc3n2)CCCC4)n1	-14	-2	1.1	-1	-2.5	2	-6	1	-3
COc1cc(/C=N/n2nnnc2N)ccc1O	-18	1	1.2	-1	1.7	1	-2	1	0
NC(=O)c1ccc(NC(=O)C2CCCC2)cc1	-158	1	2.6*	-8	0.7	-1	8	1.1	-5
CC(=O)N1CCN(CC(=O)c2ccc(Br)cc2)CC1	7	-5	0.93	-3	1.0	0	-6	1	-1
CC(=O)Nc1ccc(N(C)S(C)(=O)=O)cc1	27	-4	0.73	6	1.0	6	3	0.94	4
COc1ccc(NC(=O)Nc2c[nH]c(=O)[nH]c2=O)cc1	9	-13	0.91	-1	0.9	1	-1	1	5
Cc1cccc(N2CCN(C(=O)Cn3nc(C)n4cccc4c3=O)CC2C)c1 (centres undefined)	12	7	0.88	-6	0.1	-1	-10	1.1	-1
CCCC(=O)C1=C(N(C)c2ccccc2)CC(C)(C)C(C(=O)OC)C1=O (centres undefined)	2	-4	0.98	-6	-2.9	1	-11	1.1	-11
O=C1/C(=C/c2ccccc2Cl)SC(=S)N1CCC(=O)N1CCCCC1CCO (centres undefined)	13	10	0.87	8	-0.8	0	-2	0.92	-1
O=C(c1cccc(N2CCNC2=O)c1)N1CCCC(Nc2cccc(F)c2)C1 (centres undefined)	-5	3	1.1	-3	1.3	3	10	1	0
CCOc1ccccc1CN1CCC(Oc2ccc(C(=O)NCc3ccccn3)cc2)CC1	-16	2	1.2	3	0.3	0	-6	0.97	-3
CC(C)Cc1nnc(NC(=O)CSc2ncn[nH]2)s1	-20	5	1.2	16	0.2	-2	-7	0.83	-2
CNC(=O)c1cc(S(=O)(=O)Nc2ccc(C)cc2C)ccc1C	9	-6	0.91	1	-0.2	-1	-5	0.99	-1
CC(=O)N1CCc2cc(S(=O)(=O)NC(CC(C)C)C(=O)Nc3cc(C)ccn3)ccc21 (centres undefined)	-9	-16	1.1	-6	-1.8	-3	-2	1.1	0
CCOc1ccc(NC(=O)NN2C(C)CCCC2C)cc1 (centres undefined)	-20	-14	1.2	0	-1.5	-2	-1	1	2
COc1ccc2[nH]c3c(c2c1)CCN1C(=O)C(CC(=O)NCCC2=CCCCC2)C[C@H](C(=O)N(C(C)C)C(C)C)[C@@]31C (some centres undefined)	·	·	·	-41	-1.1	·	-3	1.4	0
COc1ccccc1N(CC(=O)Nc1cc(S(=O)(=O)N(C)C)ccc1C)S(=O)(=O)c1cccs1	-10	-8	1.1	-16	-1.1	-4	-8	1.2	-4
N/C(=N\OC(=O)COc1ccc2ccccc2c1)c1ccccn1	4	-19	0.96	7	1.2	-2	4	0.93	1
COc1ccc(S(=O)(=O)NC2CCN(Cc3ccccc3)CC2)cc1NC(C)=O	11	-14	0.89	0	-0.6	-1	-3	1	0
CCn1c(COc2ccc(=O)n(-c3ccccc3)n2)nnc1SCc1cccc(OC)c1	6	-6	0.94	3	1.9	-1	-4	0.97	1
O=S(=O)(Nc1ccc(-c2ccc(N3CCOCC3)nn2)cc1)c1ccc(Cl)c(Cl)c1	6	-7	0.94	9	-1.3	-3	-10	0.91	-3
COc1ccc(CNC(=O)C(C)n2ccc3cc(S(=O)(=O)N4CCCCCC4)ccc32)cc1 (centres undefined)	-38	-15	1.4	-107	1.3	-5	-2	2.1*	1
CCn1c(SCC(=O)N/N=C/c2ccccc2OCC(=O)O)nnc1-c1ccc(OC)cc1	-8	-6	1.1	-1	-0.5	-1	-1	1	2
COCCn1c(SCC(=O)N2CC(=O)Nc3ccccc32)nnc1-c1ccoc1C	10	-9	0.9	5	-0.8	-1	-6	0.95	-1
O=C1Nc2cc(Cl)c(Cl)cc2N(O)N1c1ccc(Cl)c(Cl)c1	3	22	0.97	-4	0.2	0	11	1	2
Cc1ccc(C(=O)Cc2ccccc2)o1	0	-1	1	-3	1.3	-4	-2	1	3
COC(=O)C(C)Sc1ncnc2c1c(-c1ccccc1)cn2-c1ccc(OC)cc1 (centres undefined)	-7	-8	1.1	10	2.6	0	-1	0.9	0
The results go on.
SMILES	hIAP inh	ATG4B inhibitor	hIAP act	mIAP inh	MPTP block	MIN6 prolif	APOBEC3G inh	mIAP activ	APOBEC3A inh
CCOc1cc(NS(=O)(=O)c2ccccc2)c(OCC)cc1NC(=O)c1ccco1	8	-8	0.92	8	4.7	4	-5	0.92	-2
CCOc1ccc(NS(=O)(=O)c2ccc(C(=O)N3CCN(C(C)=O)CC3)cc2)cc1	-1	5	1	-2	0.2	-3	1	1	2
Fc1ccc(NC(=S)NC2CCN(Cc3ccccc3)CC2)cc1	-10	-1	1.1	-21	0.4	1	-8	1.2	-4
Cc1cc([N+](=O)[O-])ccc1NC(=O)CN1CCN(Cc2ccccc2)CC1	-16	-6	1.2	-1	0.6	4	-10	1	-5
CCOC(=O)c1cc(NC(=O)c2cccnc2)ccc1N1CCOCC1	3	-7	0.97	10	0.9	-1	-5	0.9	0
CCOC(=O)c1ccc(CS(=O)c2ccc(Cl)cc2)o1 (centres undefined)	11	-6	0.89	5	-0.5	-1	-1	0.95	3
Cc1noc(C)c1C(=O)Nc1nc2ccccc2s1	9	5	0.91	2	-1.7	4	-5	0.98	-2
O=C(CCS(=O)(=O)c1ccc(Br)s1)N1CCc2ccccc21	-5	-2	1.1	4	-0.7	-1	-6	0.95	1
Cc1ccc(N(C(C)C(=O)Nc2ccc3c(c2)OCO3)S(C)(=O)=O)cc1 (centres undefined)	-10	5	1.1	-7	-0.9	-1	-7	1.1	0
O=C(NC(=S)NCc1nc2ccccc2[nH]1)c1ccccc1F	-10	8	1.1	25	0.2	2	2	0.75	3

Profiles, looked up by structure. Order of screens: hIAP inh | ATG4B inhibitor | hIAP act | mIAP inh | MPTP block | MIN6 prolif | APOBEC3G inh | mIAP activ | APOBEC3A inh
`CC(=O)N1CCc2cc(S(=O)(=O)NC(CC(C)C)C(=O)Nc3cc(C)ccn3)ccc21` (centres undefined) is entered as -9 | -16 | 1.1 | -6 | -1.8 | -3 | -2 | 1.1 | 0
`O=S(=O)(Nc1ccc(-c2ccc(N3CCOCC3)nn2)cc1)c1ccc(Cl)c(Cl)c1` is entered as 6 | -7 | 0.94 | 9 | -1.3 | -3 | -10 | 0.91 | -3
`CC(C)c1ccc(OCC(=O)NNC(=S)NC(=O)c2ccco2)c(Br)c1` is entered as -63 | -7 | 1.6 | 6 | 3.2 | -7 | 4 | 0.94 | -5

(list continues)
SMILES	hIAP inh	ATG4B inhibitor	hIAP act	mIAP inh	MPTP block	MIN6 prolif	APOBEC3G inh	mIAP activ	APOBEC3A inh
CCN(CC)C(=O)C1CCCN(Cc2nc(-c3cnccn3)no2)C1 (centres undefined)	-5	3	1.1	-6	-0.8	0	-8	1.1	1
O=C(CCSc1ccc(F)cc1)NNC(=O)c1ccc([N+](=O)[O-])cc1	-8	5	1.1	0	0.3	-2	-3	1	1
CCCOc1ccc(C(=O)N2CCN(Cc3ccc4c(c3)OCO4)CC2)cc1	-1	-6	1	-2	-0.6	-3	-1	1	2
O=C(Nc1ccccc1N1CCOCC1)c1cccc(NS(=O)(=O)c2ccc(F)c(F)c2)c1	-5	1	1	2	1.6	-2	-8	0.98	-4
CCc1cc2cccc(C)c2nc1SCC(=O)NNC(=O)c1ccco1	-88	3	1.9	3	1.3	3	-2	0.97	2
CCN(CC)Cc1ccccn1	10	8	0.91	5	0.9	3	-6	0.95	-4
CCOC(=O)C1(Nc2nccs2)Sc2ccccc2NC1=O (centres undefined)	6	-14	0.94	4	0.6	-3	2	0.96	3
CCCCNC(=O)C1CCN(Cc2ccccn2)CC1	-6	-9	1.1	-3	-0.3	-2	-3	1	-4
Cc1ccc(CC2CC(=O)N(C(Cc3ccccc3)C(=O)O)C2=O)cc1 (centres undefined)	4	-4	0.96	2	-0.7	-2	-4	0.98	1
COc1ccc(/C=N\NC(=O)c2cc3c(ccc4ccccc43)o2)cc1O	-8	-17	1.1	-1	-1.2	0	0	1	-2
Cc1c(O)ccc(C(=O)CN2CCN(c3ccccc3F)CC2)c1O	11	-2	0.89	2	-0.6	1	-1	0.98	-2
C/C(=C\C(=O)c1cccnc1)Nc1ccc(O)cc1	-3	-3	1	3	1.7	-3	3	0.97	1
O=C(Nc1cc(Cl)cc(Cl)c1)c1cccnc1	-1	1	1	-10	3.2	-2	-1	1.1	-1
